MPTP inh = mitochondrial permeability transition pore inhibitors, primary screen, biochemical, isolated mouse mitochondria, absorbance | 360,000 tested, 1.4% active | inhibition, % at 10 µM | Ca2+ swelling absorbance, 30 min;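 active means inhibition of 50% or more, scaled per plate between neutral and stimulator controls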;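 further: 0% = DMSO wells given calcium and 100% = 1 mM EGTA wells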
An asterisk follows results filed as active. A portion of the library. The share of hits here may be higher or lower than overall.

SMILES | MPTP inh
Cc1cccc(C)c1-n1nnnc1C(c1ccnc2ccccc12)N(C)Cc1ccccc1 (stereo unspecified) | -1.5
COC(=O)N1CCCC(c2cc(C(=O)Nc3ccccc3Cl)no2)C1 (stereo unspecified) | -0.5
CCOC(=O)c1c(NC(=O)COC(=O)c2ccc(Cl)nc2)sc(C)c1C | 0.0
CCCC(=O)N1CCC1(C)C(=O)Nc1ccc(OC)c(OC)c1 (stereo unspecified) | -1.0
CCOC(=O)CC1(C)Sc2ccccc2N1S(=O)(=O)c1ccc(C)cc1 (stereo unspecified) | -1.4
COc1ccc(OC)c(CN2C(=O)CCC2(C)c2nnnn2-c2c(C)cccc2C)c1 (stereo unspecified) | -1.3
COc1ccc(CN2CCC2(C)C(=O)Nc2cccc(NS(C)(=O)=O)c2)c2ccccc12 (stereo unspecified) | 0.4
C[C@H]1CN([C@@H](C)CO)C(=O)c2cc(Br)cnc2O[C@@H]1CN(C)C(=O)C1CCC1 | -2.4
CCc1ccc(N2CC(C(=O)Nc3ccccc3N3CCCC3)CC2=O)cc1 (stereo unspecified) | -0.4
CC1(C)CC2(OC2c2ccccc2[N+](=O)[O-])C(=O)c2ccccc21 (stereo unspecified) | 0.2
O=C(Nc1ccccc1)OC[C@@H]1C=CS(=O)(=O)N1Cc1ccc(Br)cc1 | 8.5
CN1CCN(C(=O)c2ccc(-c3cnc4cccnn34)cc2)CC1 | -1.6
CCCc1ccc2c(C(F)(F)F)cc(C(F)(F)F)cc2n1 | 0.3
COC(=O)[C@@]1(Sc2ccc(C)cc2)CC(=O)N(c2ccc3c(ccn3C)c2)[C@@H]1c1ccccc1 | 0.5
CSCCNC(=O)C1(C)CCN1C(=O)c1cc(C)n(C)n1 (stereo unspecified) | -1.4
COCCCN1C(=O)C(CC(=O)NCCCCc2ccccc2)CC(C(=O)N2CCOCC2)=C1C (stereo unspecified) | 2.3
Cc1ccc(C(O)c2ncc(-c3cccc(C(F)(F)F)c3)[nH]2)cc1F (stereo unspecified) | 6.9
CC1(C)OC(=O)C2=C(CC(c3ccccc3)OC2CCc2ccccc2)O1 (stereo unspecified) | -1.3
CC1=C(C(=O)N(C)C)CC(CC(=O)NCCCCc2ccccc2)C(=O)N1Cc1ccc(F)cc1 (stereo unspecified) | -0.4
COc1cccc(-c2cnc3c(NC(C)=O)cc(-c4cccc(C(=O)NCCN(C)C)c4)cn23)c1 | 0.0
CC(C)CCN1C(=O)c2ccccc2C1c1nnnn1Cc1ccccc1 (stereo unspecified) | -1.0
COc1ccc(-c2nc3cc(C)c(Br)c(C)n3c2Cc2ccsc2)cc1OC | 2.4
Cc1ccc(C(=O)NCc2ccc3c(c2)OCO3)c(Cl)c1 | -0.8
O=C1NC[C@H](CCCCN2C[C@H](Cc3ccc(O)cc3)N(CCc3ccccc3)C(=O)C2=O)N(Cc2ccccc2)C1=O | -0.3
COC(=O)[C@]12CCCCC=C1N(CCC1=CCCCC1)C(=O)[C@H](CC(=O)N1CCSCC1)C2 | -0.1

Four structures out of the list, sorted by formula weight, ascending:
SMILES | MPTP inh
CN1CCN(C(=O)c2ccc(-c3cnc4cccnn34)cc2)CC1 | -1.6
Cc1ccc(C(O)c2ncc(-c3cccc(C(F)(F)F)c3)[nH]2)cc1F (stereo unspecified) | 6.9
CCOC(=O)c1c(NC(=O)COC(=O)c2ccc(Cl)nc2)sc(C)c1C | 0.0
O=C1NC[C@H](CCCCN2C[C@H](Cc3ccc(O)cc3)N(CCc3ccccc3)C(=O)C2=O)N(Cc2ccccc2)C1=O | -0.3

The main list resumes with the 3 entries that preceded the break.
SMILES | MPTP inh
Cc1ccc(C(=O)NCc2ccc3c(c2)OCO3)c(Cl)c1 | -0.8
O=C1NC[C@H](CCCCN2C[C@H](Cc3ccc(O)cc3)N(CCc3ccccc3)C(=O)C2=O)N(Cc2ccccc2)C1=O | -0.3
COC(=O)[C@]12CCCCC=C1N(CCC1=CCCCC1)C(=O)[C@H](CC(=O)N1CCSCC1)C2 | -0.1
Cc1ccc(OCCN2CCC2(C)C(=O)NCc2ccc(C(F)(F)F)cc2)cc1 (stereo unspecified) | 0.9
C[C@H](CO)N1C[C@H](C)[C@H](CN(C)C(=O)Nc2ccccc2)OCc2cnnn2CCCC1=O | -0.3
Cc1cccc(S(=O)(=O)N(C)C[C@H]2OCc3cnnn3CCCC(=O)N([C@H](C)CO)C[C@H]2C)c1 | -0.1
CC(C)(C)c1ccc(CC(=O)N2CCC2(C)C(=O)NCc2ccc(Cl)cc2)cc1 (stereo unspecified) | 0.6
FC(F)C(F)(F)Oc1cccc(Nc2nccn3c(-c4cc(C(F)(F)F)cc(C(F)(F)F)c4)cnc23)c1 | 0.9
COc1ccccc1N(C)S(=O)(=O)c1ccc(C(=O)NCCCN2CCCC2=O)cc1 | 0.2
Cc1ccc(C(O)c2ncc(-c3ccccc3F)[nH]2)cc1F (stereo unspecified) | 2.4
O=C(CSc1ncccn1)NC(=O)NC1CCCC1 | -0.5
Cc1ccc(NCC(=O)Nc2ccc(F)c(Cl)c2)cc1S(=O)(=O)N1CCOCC1 | 0.3
CC(=O)Nc1cncc(-c2cccc(S(C)(=O)=O)c2)n1 | -0.7
Cn1c(=O)c2cc(NC(=O)NCCc3cccs3)ccc2n1Cc1ccccc1 | 0.1
OCC1OC(c2ccc(OCc3ccccc3)cc2OCc2ccccc2)C(O)C1O (stereo unspecified) | 1.1
CC1CCN(C(=O)CCC(=O)Nc2ccc([N+](=O)[O-])cc2)CC1 | 0.9
COc1ccc(NC(=O)C2(C)Cc3c(-c4ccc(C(N)=O)cc4)ccnc3O2)cc1 (stereo unspecified) | -0.7
COCc1cccc(-c2csc(C(O)c3ccc(F)cc3)n2)c1 (stereo unspecified) | 1.3
O=C(C1CCCCC1)N1C[C@@H](O)[C@H](n2cc(C3CC3)nn2)C[C@@H]1c1ccccc1 | 0.8
CC(=O)N1CCN(S(=O)(=O)c2cccc(C(=O)N3CCN(S(=O)(=O)c4c(C)c(C)cc(C)c4C)CC3)c2)CC1 | -2.3
CN(C)C(=O)c1cccc(-c2cccc(-c3nc(C(=O)NCc4ccccc4)cc4c3[C@@H](CCO)N(S(=O)C(C)(C)C)C4)c2)c1 (stereo partly specified) | -1.0
N#Cc1ccc(C(=O)N2CCCCC2c2cc(C(=O)Nc3ccc4c(c3)OCO4)no2)cc1 (stereo unspecified) | 0.3
CCCS(=O)(=O)NC(=O)C1(C)CCN(C(=O)CSc2ccccc2)C1 (stereo unspecified) | -0.9
Cc1cc(N=O)c(C)cc1O | -1.0
Cc1cccc(NC(=O)CNC(=O)c2ccc(S(=O)(=O)NCc3ccco3)cc2)c1C | 0.8
c1ccc2c(c1)ccn1c(Cc3ccsc3)c(C3CCCCC3)nc21 | 2.5
C[C@H]1CN([C@@H](C)CO)C(=O)CCCn2nncc2CO[C@H]1CN(C)C(=O)NC1CCCCC1 | -2.4
Cc1ccc(OCC(=O)Nc2ccc(C(=O)Nc3ccccc3C(=O)O)cc2)cc1C | 0.9

(cont.)
SMILES | MPTP inh
COc1cc(F)ccc1-c1cc(C(=O)NCc2ccc(C(F)(F)F)cc2)[nH]n1 | 0.3
CCOC(=O)C(N=Nc1nn[nH]n1)C(C)=O (stereo unspecified) | -1.1
CC(C)CNc1ncnc2c1ncn2[C@H]1CN(Cc2ccncc2)C[C@@H](CO)O1 | 0.9
C[C@H](CO)N1C[C@H](C)[C@@H](CN(C)S(=O)(=O)c2ccc(F)cc2)OCc2cn(nn2)CCCC1=O | -0.6
COC(=O)[C@]12CCCCC=C1N(Cc1ccccc1)C(=O)[C@H](CC(=O)NCCC(C)C)C2 | 0.1
CCCNC(=O)C1(C)CCN1C(=O)c1ccccc1CCc1ccccc1 (stereo unspecified) | 0.6
COc1ccc(S(=O)(=O)N2CCC3CC2c2c(-c4ccc(C(F)(F)F)cc4)cccc23)cc1 (stereo unspecified) | 0.4
CCC(=O)N(C)C[C@H]1Oc2cc(-c3cccnc3)ccc2S(=O)(=O)N([C@H](C)CO)C[C@H]1C | 0.9
CCc1nnc(NC(=O)Cc2ccc(OC)c(S(=O)(=O)N3CCOCC3)c2)s1 | 0.6
COc1ccc(CN(C)CCCn2cnc3c(OC)ncnc32)cc1OC | -1.9
COCCNC(=O)c1cc(S(=O)(=O)N2CCC3(CC2)OCCO3)ccc1F | 0.0
C[C@H](CO)N1C[C@H](C)[C@H](CN(C)C(=O)c2ccccc2)Oc2cc(Br)ccc2S1(=O)=O | 0.5
COc1ccc(CNC(=O)COC(=O)CN2C(=O)C3CCCCC3C2=O)cc1 (stereo unspecified) | -1.1
CC[C@@H]1Cc2[nH][nH]c(=O)c2[C@H](CC(C)C)O1 | -1.1
c1ccc(NN(Cc2cnccn2)c2ccccc2)cc1 | 0.4
O=C(NC1CCCC1)C(C1CC1)n1c(-c2ccnc3ccccc23)nc2ccccc21 (stereo unspecified) | 2.6
O=C(NCc1cccc(C(F)(F)F)c1)c1ccc2nc([C@H]3C[C@H](O)[C@@H](CO)O3)[nH]c2c1 | -1.8
CCCCOCCCNC(=O)C[C@@H]1C[C@@]2(C(=O)OCC)CCC=C2N(Cc2ccc(Cl)cc2Cl)C1=O | -2.4
CC(O)(c1ccc(F)c(F)c1)c1nc(-c2ccncc2)cs1 (stereo unspecified) | 5.1
Cc1nc2c(OCc3ccc(Cl)cc3Cl)cccn2c1N(C)CC1CC1 | 82.3*
CCOC(=O)[C@]12CCC=C1N(Cc1ccccc1)C(=O)[C@H](CC(=O)NCCCCc1ccccc1)C2 | 0.3
COc1ccc(N(CC(=O)N2CCN(c3ccccc3)CC2)S(=O)(=O)c2ccccc2)cc1 | 0.1
O=C1CSc2ccc(C(=O)N3CCCCC3)cc2N1 | -1.9
Cc1ccc([C@H]2C[C@H](O)[C@@H](n3cc(C4CC4)nn3)CN2C(=O)c2cccs2)cc1 | -0.8
CSCCC(C(=O)Nc1c(C)cccc1C)N1CCN(c2ccc(F)cc2)CC1 (stereo unspecified) | 0.0

Remaining list, next part.
SMILES | MPTP inh
C[C@H]1CN([C@@H](C)CO)C(=O)c2cc(Br)cnc2O[C@@H]1CN(C)S(=O)(=O)c1ccccc1 | 0.5
O=C(NCc1ccc(F)cc1)C(=O)NCC1OCCN1S(=O)(=O)c1cc(F)ccc1F (stereo unspecified) | -0.4
CCCCNC(=O)C[C@@H]1C[C@@]2(C(=O)OCC)CCCC=C2N(Cc2ccco2)C1=O | 1.2
CC1(C(=O)NCc2ccccc2)Cc2c(-c3ccccc3)ccnc2O1 (stereo unspecified) | 0.1
O=C(Nc1nnc([C@@H]2C[C@H](O)[C@@H](CO)O2)s1)c1cccc(Cl)c1 | -1.9
CC(=O)Nc1cc(-c2ccc(C(=O)N3CCOCC3)cc2)cn2c(-c3ccc(S(C)(=O)=O)cc3)cnc12 | -0.1
OCCNc1ncnc2c1ncn2[C@H]1CN(C2CCCC2)C[C@@H](CO)O1 | -0.9
COC(=O)[C@@]12C[C@@H](CC(=O)NCc3cccc4ccccc34)C(=O)N(Cc3ccco3)C1=CCC(C)(C)C2 | -2.1
CCCCN1CC(C)(C)[C@H](CC(=O)Nc2ccccc2)C1=O | 0.6
Cc1ccc(C)c(C(O)c2ncc(-c3cccc(C(F)(F)F)c3)[nH]2)c1 (stereo unspecified) | 4.1
CCc1ccc(C(O)c2ncc(-c3cccc(C(F)(F)F)c3)[nH]2)cc1 (stereo unspecified) | 8.7
COc1ccc(S(=O)(=O)N2CCC[C@H]2C(=O)N2CCC[C@H]2C(=O)N[C@H](C)c2ccccc2)cc1C | -0.5
COc1cccc(NC(=O)N(C)C[C@@H]2Oc3ncc(Br)cc3C(=O)N([C@@H](C)CO)C[C@H]2C)c1 | 1.3
CCCNC(=O)c1cc(C2CCCN(C(=O)c3ccc4ccccc4c3)C2)on1 (stereo unspecified) | 0.1
CC(C)Oc1cc(F)ccc1-c1cc(C(=O)Nc2cccc(C(F)(F)F)c2)[nH]n1 | 28.8
c1cc(-c2ccsc2)n2cnnc2c1 | 1.5
CNC(=O)C[C@H]1C(=O)N(c2ccc(Br)cc2)C[C@@H]1CSC | 0.1
CC1CCC(NC(=O)c2[nH]c(C(F)(F)F)nc2-c2ccccc2)CC1 (stereo unspecified) | 0.4
COC(=O)[C@]12CCCCC=C1N(Cc1ccco1)C(=O)[C@H](CC(=O)NCc1ccc(C)o1)C2 | -1.1
CCNC(=O)C1(C)CCCN(C(=O)c2sc(-c3ccccc3)nc2C)C1 (stereo unspecified) | -0.3
CC1(C(=O)Nc2cccc3cccnc23)CCN1C(=O)CCC1CCCC1 (stereo unspecified) | 0.5
CC(=O)Nc1ccc(C2=NOC(C)(C)C(=O)N2Cc2cccc(C#N)c2)cc1 | -0.1
CN(C)c1cccc(NC(=O)C2Cc3c(-c4cccnc4)ccnc3O2)c1 (stereo unspecified) | -1.1
CCc1c(-c2ccc(OC)cc2)ncn1Cc1cccc(-c2ccccc2)c1 | -1.2
O=C1c2ccccc2C(=O)N1N=Cc1ccc2c(c1)OCO2 | 0.6

Next section
SMILES | MPTP inh
Cc1ccc(S(=O)(=O)N(C)c2ccc(C(=O)NCC(c3ccco3)N3CCCC3)cc2)cc1 (stereo unspecified) | 0.4
O=C1NC[C@H](Cc2ccccc2)N(C[C@@H]2CCCN2C[C@H](Cc2ccccc2)N2C[C@H](Cc3ccccc3)N(CC3CCCCC3)C(=O)C2=O)C1=O | -4.1
CC(C)(C)Cc1c(-c2ccc(Cl)cc2)nc2c(Cl)cc(C(F)(F)F)cn12 | 2.9
COC(=O)[C@]12CCCCC=C1N(Cc1cccc3ccccc13)C(=O)[C@H](CC(=O)N1CCSCC1)C2 | -0.1
OC(c1cccc(Cl)c1)c1ncc(-c2ccc3ccccc3c2)[nH]1 (stereo unspecified) | 7.4
Nc1ccn([C@@H]2O[C@H](C(=O)N3CCCN(Cc4ccccc4F)CC3)[C@@H](O)[C@H]2O)c(=O)n1 | 0.2

Screening data: PubChem, Sanford-Burnham Center for Chemical Genomics
